Screening data: PubChem, several laboratories
ARFGAP1 inhibitor = rat ARFGAP1 inhibition | AID 651572 | Arfgap1-stimulated ARF1 GTP hydrolysis, GDP FP detection | 360,000 tested, 0.26% active | inhibition, % at 16.5 µM;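 active means inhibition above a per-plate limit, mean inhibition of low control wells plus 3 SD, cut at about 25% in these data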;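 further: 0% = DMSO wells with enzyme and 100% = wells lacking Arfgap1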
Target sequence (Q62848 1-136 limits assumed): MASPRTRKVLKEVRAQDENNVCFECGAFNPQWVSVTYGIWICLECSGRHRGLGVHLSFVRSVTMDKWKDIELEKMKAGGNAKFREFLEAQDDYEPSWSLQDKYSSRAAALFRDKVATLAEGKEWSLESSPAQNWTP
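Material: rat Arfgap1 catalytic domain, aa 1-136; also added: human ARF1(Δ1-17)-GTP substrate; compound dosing: one concentration, 16.5 µM, DMSO 1.26%; incubation: GTP hydrolysis reaction 2 h at 25 °C; measured by: Tracer-displacement fluorescence polarization with EDTA stop, 620/688 nm; evaluation: % inhibition from polarization; repeats: one replicate per compound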
UHRF1 MBD2 ctr = UHRF1 methyl-DNA binding inhibition; Q96T88; UHRF1 binding to methylated oligo, TR-FRET; inhibition, % at 4.4 µM; 370,000 tested, 0.75% active; in the data active means inhibition above about 21%;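 further: UHRF1 SRA domain binding a hemimethylated CpG hairpin DNA probe; 0% = median of test compound wells and 100% = reference inhibitor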
HGIII-sPLA2 inh = Inhibits HGIII-sPLA2 liposome hydrolysis, primary screen | 370,000 tested, 0.56% active | inhibition, % at 12.2 µM | QFRET BODIPY PC-A2 liposome hydrolysis, fluorescence | AID 743126 | Q9NZ20;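 active means inhibition above mean plus 3 SD of compounds lying within the high and low control bounds, cut at about 19% in these data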;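 further: 0% = median of test compound wells and 100% = no enzyme DMSO wells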
PLCg1 inh = PLC-gamma1 (human) inhibition, primary screen. purified PLC-gamma1, fluorogenic substrate, fluorescence. inhibition, % at 12.2 µM. P19174. 370,000 tested, 0.84% active; in the data active means inhibition above about 9.5%
Rev-erbA mod = modulates human Rev-erb alpha binding to DNA; activity, % at 10 µM; Rev-erbα–FITC-DNA binding, fluorescence polarization, 90 min; P20393; 370,000 tested, 0.79% active;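 active means activity above about 14%, limit read from the data; passing the limit was not always enough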;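 further: 0% = DMSO wells with 35 nM protein and 100% = DMSO wells with 750 nM protein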
KLK7 zymogen act = proKLK7 (human) activation, primary screen; P49862; purified proKLK7, EDANS-DABCYL substrate fluorescence; 100% is mature enzyme control, 0% vehicle; activation, % at 7 µM; 370,000 tested, 0.9% active;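 active means activation above the mean of all tested compounds plus 3 SD, computed per campaign excluding outliers beyond control limits, cut at about 13% in these data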
Target sequence (P49862 whole entry, looked up): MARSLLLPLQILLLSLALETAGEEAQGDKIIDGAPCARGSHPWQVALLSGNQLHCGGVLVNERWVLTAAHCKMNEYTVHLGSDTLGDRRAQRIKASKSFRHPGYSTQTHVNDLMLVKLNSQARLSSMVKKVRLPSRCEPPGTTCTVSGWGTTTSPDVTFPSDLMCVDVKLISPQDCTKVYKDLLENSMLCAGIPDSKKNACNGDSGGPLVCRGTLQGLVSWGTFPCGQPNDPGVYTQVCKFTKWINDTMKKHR
DDE Tn7 FP inh = DD(E)-Tn7 binding inhibition, primary FP screen. P02675. FP displacement of FITC-Tn7 peptide from fibrin DD(E); 0% = median of compound wells per plate. AID 720508. 370,000 tested, 0.13% active. inhibition, % at 8.3 µM;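 active means inhibition above the mean of compounds falling within the control limits plus 3 SD of them, cut at about 14% in these data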;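 further: 0% = plate median of compound wells and 100% = 10 µM Aha-Tn7 peptide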
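Assay system: Human clot-derived fibrin DD(E) complex | Buffer or medium: Tris/NaCl/CaCl2 buffer, pH 7.8 | Repeats: One replicate per compound | Benchmarks: Aha-Tn7 high control | Measure: % inhibition scaled between sample-field median and high-control FP | Schedule: 10 min plus 3 h, room temperature | Signal: Fluorescence polarization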
Tn6 DDE FP = DD(E)-Tn6 binding inhibition, primary FP screen. AID 720509. 370,000 tested, 0.21% active. Fibrin DD(E) TRITC-Tn6 fluorescence polarization displacement. inhibition, % at 8.3 µM. P02675;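 active means inhibition above a per-campaign cutoff: mean of compounds within control limits plus 3 SD, cut at about 15% in these data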;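 further: 0% = median of all compound wells on the plate and 100% = blocking peptide control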
PLC-beta3 inh = blocks human PLC-beta3 enzyme activity; Q01970; Purified PLC-beta3, fluorogenic substrate, fluorescence; inhibition, % at 12.2 µM; 370,000 tested, 0.18% active; AID 720704; in the data active means inhibition above about 11%;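 further: 0% = median of compound wells on plate and 100% = full blocker control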
ASAP1 inh = inhibitors of human ASAP1 ArfGAP activity; 360,000 tested, 0.19% active; inhibition, % at 16.5 µM; ASAP1-stimulated ARF1 GTP hydrolysis, GDP FP detection; Q9ULH1; in the data active means inhibition above about 25%;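 further: 0% = vehicle with enzyme and substrate and 100% = no enzyme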
Target sequence (Q9ULH1 325-724 limits assumed): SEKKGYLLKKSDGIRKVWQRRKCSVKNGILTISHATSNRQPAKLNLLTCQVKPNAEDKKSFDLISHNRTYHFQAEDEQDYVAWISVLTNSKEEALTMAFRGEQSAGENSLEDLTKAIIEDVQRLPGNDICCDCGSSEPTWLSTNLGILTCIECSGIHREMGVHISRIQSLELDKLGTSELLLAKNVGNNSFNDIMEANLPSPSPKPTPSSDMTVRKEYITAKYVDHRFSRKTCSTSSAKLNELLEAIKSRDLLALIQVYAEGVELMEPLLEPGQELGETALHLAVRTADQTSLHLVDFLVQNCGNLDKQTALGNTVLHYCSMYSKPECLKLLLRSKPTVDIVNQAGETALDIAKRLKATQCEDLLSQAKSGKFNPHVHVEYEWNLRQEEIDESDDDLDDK
The depositor's hits bear a star.

cpd | smiles | ARFGAP1 inhibitor | UHRF1 MBD2 ctr | HGIII-sPLA2 inh | PLCg1 inh | Rev-erbA mod | KLK7 zymogen act | DDE Tn7 FP inh | Tn6 DDE FP | PLC-beta3 inh | ASAP1 inh
1 | Cc1ccc2c(c1)N(C(=O)CCC(=O)NCc1cccc(F)c1)CCO2 | 18.2 | 5.1 | 4.0 | 3.5 | 1.1 | -0.3 | -3.5 | 2.2 | 4.2 | -2.7
2 | CCN(CC)C(=O)C1CCCN(c2ccc([N+](=O)[O-])cc2/C=N/NC(=O)c2ccccc2)C1 (centres undefined) | -0.7 | -3.7 | 0.4 | -0.9 | -0.8 | 0.8 | 4.2 | -3.2 | 2.6 | -4.4
3 | CCOC(=O)C1=C(COC(=O)c2ccc(Cl)nc2)NC(=O)NC1C (centres undefined) | -1.7 | 4.3 | 0.0 | 1.2 | -2.6 | 0.1 | -4.2 | 5.1 | -5.5 | -10.5
4 | Cc1ccc(N2C(=O)SC(N(CC(=O)O)c3cccc(C)c3)C2=O)cc1 (centres undefined) | 2.6 | 5.6 | 16.3 | -0.3 | 0.9 | 0.1 | 6.9 | -6.3 | 1.1 | -0.7
5 | Nc1nnc(SCC(=O)NCc2ccc3c(c2)OCO3)s1 | -1.8 | -1.9 | -1.1 | 1.3 | 3.0 | 0.0 | 2.8 | 0.8 | 2.2 | -9.8
6 | COC(=O)c1cccc(NC(=S)N2CCN(c3ccccc3F)CC2)c1 | -10.2 | -2.4 | 4.2 | -0.4 | -0.9 | 0.0 | 4.1 | 18.1* | -0.7 | 0.1
7 | COc1cc(/C=N/NC(=O)C(N)=O)cc(OC)c1O | -4.3 | -0.7 | 5.5 | 0.1 | 3.7 | 0.6 | 3.0 | 1.7 | -4.6 | -0.8
8 | CCC(C)N(C(=O)Cn1nnc2ccccc21)C(C(=O)NCc1ccco1)c1cccc(OC)c1 (centres undefined) | 7.5 | 2.9 | -1.3 | 2.0 | -9.0 | 0.0 | 4.6 | -5.5 | 3.7 | -14.9
9 | C/C(CC(=O)Nc1ccc(N(C)C)cc1)=N\NC(=O)c1ccccc1Cl | 6.3 | -6.8 | -3.9 | 0.9 | 2.4 | 0.4 | 5.7 | -2.1 | 4.5 | -17.5
10 | CN(CC(=O)NC(=O)Nc1ccccc1F)Cc1ccccc1 | 0.1 | -0.2 | -0.1 | 0.9 | 2.8 | 0.6 | 4.8 | -1.9 | -0.1 | 3.5
11 | COc1cc(/C=N/NC(=O)CCC(=O)NC2CCCCC2)ccc1C | -5.1 | -0.2 | -3.1 | 1.0 | -1.1 | 0.3 | -0.8 | 2.5 | 1.9 | 20.2
12 | Cc1nn2c(COc3ccc(NC(=O)c4ccccc4)cc3)nnc2c2ccccc12 | 6.3 | 1.2 | -0.6 | -0.2 | -10.6 | -0.8 | 1.0 | 1.3 | 0.4 | -4.1
13 | CCOC(=O)NC(Nc1nnc(SCC)s1)(C(F)(F)F)C(F)(F)F | 2.3 | 6.6 | 8.2 | 11.1* | 2.8 | -0.3 | 1.3 | 3.3 | 5.9 | -10.8
14 | O=S(=O)(NCCC1=CCCCC1)c1cccc2nsnc12 | 2.3 | -0.8 | -0.2 | 2.8 | -1.7 | 0.6 | 0.2 | -3.8 | -0.2 | -0.9
15 | COc1cc(Cl)ccc1OCc1cc(C(=O)N2CCN(C)C(=O)[C@@H]2C)no1 | 6.0 | 14.6 | -1.4 | -1.0 | -3.9 | -0.5 | 3.0 | 3.8 | 0.3 | -7.7
16 | CC(C)c1ccc(S(=O)(=O)NCCCN2CCOCC2)cc1 | 1.0 | 0.3 | 11.3 | 4.3 | -4.7 | 0.3 | -3.9 | 4.4 | -5.0 | -13.0
17 | CC(=O)c1ccc(OC2(C)CCN(Cc3ccccc3OC(F)F)C2)cc1 (centres undefined) | 1.0 | 7.3 | 9.7 | 9.0 | 0.5 | -0.6 | -1.0 | -7.0 | -0.5 | 20.8
18 | CC(=O)c1c(N2CCN(Cc3ccc4c(c3)OCO4)CC2)nc(=S)n(-c2ccccc2)c1C | -2.6 | 1.8 | 0.2 | -0.9 | 6.0 | 0.1 | -6.5 | 3.3 | -3.1 | -2.1
19 | O=C(Cc1ccccc1)CC1(O)C(=O)Nc2ccccc21 (centres undefined) | 4.7 | -1.5 | -4.1 | 1.0 | -0.3 | 0.5 | -0.7 | 0.3 | 1.9 | 2.1
20 | Cc1cc(NC(=O)CSc2nnc3ccc(-c4ccccc4)nn23)no1 | 12.8 | 1.2 | 6.8 | 0.9 | 7.7 | 0.2 | 1.0 | 3.3 | -8.0 | 0.4
21 | CC(C)CCNC(=O)c1cc(S(=O)(=O)N2CCC3(CC2)OCCO3)ccc1F | 7.4 | 2.5 | 1.4 | 2.2 | -0.8 | -0.3 | 0.1 | 1.8 | 4.6 | 7.4
22 | Cc1cc(=O)[nH]c(SCC(=O)N2C(C)CCCC2C)n1 (centres undefined) | -3.1 | 0.6 | -2.6 | -2.1 | 2.9 | -0.1 | -0.8 | -8.4 | -4.5 | -0.8
23 | N#Cc1ccc(/C=C(\C(=O)C(=O)O)c2ccc3ccccc3n2)cc1 | -4.7 | 2.2 | -35.4 | -11.7 | 2.0 | -0.5 | 2.2 | 2.1 | -18.0 | -2.7
24 | COCCN(C(=O)CCC(=O)Nc1cc(C)on1)C(C(=O)NC(C)(C)C)c1ccccc1Cl (centres undefined) | -5.3 | 0.8 | -1.8 | 1.6 | -5.6 | 0.1 | -6.0 | -0.5 | -1.7 | -7.6
25 | Cc1ccccc1OCC(=O)Nc1nnc(-c2ccncc2)s1 | -5.3 | 0.5 | 3.7 | -35.2 | -1.9 | -0.8 | -3.5 | -6.5 | -39.9 | -2.4
26 | CCC1C(=O)N=C(SCC(=O)Nc2nc3ccccc3s2)NC1=O (centres undefined) | -9.9 | -0.9 | -3.7 | -1.2 | 4.2 | -0.1 | -2.9 | 8.9 | -0.4 | -11.0
27 | COc1ccc(N(CC(=O)NCc2cccs2)S(=O)(=O)c2ccc(C(C)=O)cc2)cc1 | 4.0 | -1.9 | -3.1 | 0.4 | -3.9 | -1.0 | -0.1 | 6.1 | 0.2 | -5.6
28 | O=C(CN1c2ccccc2Sc2ccccc21)NNC(=O)Nc1ccc(Cl)cc1 | 8.5 | 0.9 | -7.4 | 1.9 | 5.0 | 0.0 | 3.4 | 8.4 | -5.8 | -0.1
29 | Cc1cccc(N(C)S(=O)(=O)c2c(C)[nH]c(C)c2C(=O)N2CCCC2)c1 | 0.6 | 0.1 | -2.2 | -0.1 | 6.3 | -0.2 | -0.1 | 2.6 | -6.9 | -20.1
30 | CCN(CC)CCCN1C(=O)C(O)=C(C(=O)c2sc(C)nc2C)C1c1ccco1 (centres undefined) | -8.3 | -1.6 | -5.8 | -0.2 | -4.0 | 0.5 | -4.8 | 11.3 | 0.4 | -3.8
31 | Cc1ccnc(SCC(=O)NC2CCCCCC2)n1 | 3.3 | -1.7 | 3.3 | -0.2 | -2.6 | 0.2 | -5.3 | 10.6 | -1.4 | -11.6
32 | Cc1ccc(NC(=O)Cn2nc(C(=O)O)c3ccccc3c2=O)cc1S(=O)(=O)N1CCOCC1 | 1.1 | 12.5 | -2.5 | -5.3 | 0.8 | -0.4 | 12.2 | -5.2 | -7.6 | -0.8
33 | O=C(CSc1nnc(NC(=O)C2CCC2)s1)Nc1ccccc1F | 0.4 | 1.9 | 2.1 | -0.8 | 0.3 | -0.4 | -0.7 | -1.1 | -6.5 | -1.1
34 | NC(=O)C1(N2CCCCC2)CCN(C(=S)Nc2ccc(Cl)cc2)CC1 | 5.4 | 2.5 | 5.8 | -2.4 | -1.3 | -0.9 | 4.4 | -3.0 | 1.1 | -10.7
35 | CCCC(=O)NCc1nc2ccccc2n1C | 2.9 | -1.3 | 0.1 | -3.0 | -2.5 | 0.3 | 1.9 | 7.9 | -1.8 | 2.1
36 | CC(C)(C)C(=O)Nc1nc2c(s1)CN(Cc1ccccc1)CC2 | 5.0 | -3.2 | 0.3 | -21.9 | -3.3 | -0.1 | 1.0 | 6.0 | -21.4 | -4.4
37 | CN(C)N1C(N)=C(C#N)C(c2cccc([N+](=O)[O-])c2)C2=C1CC(C)(C)CC2=O (centres undefined) | 8.5 | 0.6 | 20.3* | 0.8 | -4.0 | -0.2 | 2.8 | 4.8 | -4.2 | 1.1
38 | Cn1c(SCC(=O)c2ccc(F)cc2)nnc1-c1cccnc1 | -0.1 | -2.2 | -5.4 | 3.3 | 4.2 | -0.4 | -0.5 | 0.1 | 2.3 | -9.4
39 | COc1ccccc1N1CCN(C(=O)c2ccc([N+](=O)[O-])s2)CC1 | -22.5 | -0.2 | 0.9 | 0.1 | -3.6 | 0.6 | 0.5 | 6.7 | 0.4 | -4.2
40 | Cc1ccc(S(=O)(=O)N2CCC(O)(c3cccnc3)CC2)cc1 | 0.2 | 3.8 | 7.4 | 1.2 | 5.8 | 0.7 | 2.3 | -3.8 | -0.9 | 7.5
41 | CC1(C)Cc2c(sc(NC(=O)COc3ccc(Cl)cc3)c2C(N)=O)C(C)(C)N1 | 9.1 | 3.3 | 4.4 | 3.3 | 16.4* | -10.7 | -2.4 | -5.8 | -3.5 | 12.9
42 | COc1ccccc1C(=O)NCC(=O)N1CC=C(c2ccccc2)CC1 | 8.1 | 11.6 | -9.2 | 4.7 | 3.4 | -0.8 | 0.4 | 1.6 | -2.2 | 5.1
43 | COc1cccc(C(=O)Nc2ccc(NC(=O)c3ccco3)nc2)c1 | 7.3 | 2.2 | 1.1 | 4.0 | 2.1 | -0.2 | -9.5 | -3.9 | 2.9 | 13.2
44 | Cc1cccc(NC(=O)CCn2nc(C)cc2C)c1 | -16.5 | 0.6 | 3.4 | 8.0 | 5.3 | 0.9 | -8.5 | 8.7 | 0.2 | 5.1
45 | Cc1oc2ccc(NS(=O)(=O)c3cccc4cccnc34)cc2c1C(=O)OC(C)C | 9.1 | 2.0 | 3.5 | 4.5 | -4.9 | 0.1 | -3.4 | 4.4 | 0.6 | 1.8
46 | Cc1nc2cc3nc(C)sc3cc2s1 | -0.4 | 0.5 | 6.7 | 4.9 | 3.4 | -0.1 | -7.2 | 0.4 | 6.2 | 2.6
47 | COc1ccc(CNC(=O)CC[C@H]2O[C@@H](n3ccc(=O)[nH]c3=O)[C@H](O)[C@@H]2O)cc1 | -6.0 | -1.0 | 8.8 | 1.1 | 1.1 | -0.4 | 1.7 | 0.4 | 3.1 | 19.6

Tn6 DDE FP: hit marks shown above
cpd | smiles | ARFGAP1 inhibitor | UHRF1 MBD2 ctr | HGIII-sPLA2 inh | PLCg1 inh | Rev-erbA mod | KLK7 zymogen act | DDE Tn7 FP inh | Tn6 DDE FP | PLC-beta3 inh | ASAP1 inh
6 | COC(=O)c1cccc(NC(=S)N2CCN(c3ccccc3F)CC2)c1 | -10.2 | -2.4 | 4.2 | -0.4 | -0.9 | 0.0 | 4.1 | 18.1* | -0.7 | 0.1
